phage Ecoli inh = E. coli growth loss with phage present; 0.26% of 360,000 active; inhibition, % at 11.9 µM; growth absorbance; AID 651602; in the data active means inhibition above about 11%
Ecoli viability = bacterial growth inhibition, counter-screen for AddAB inhibitors. 0.27% of 330,000 active. inhibition, % at 11.9 µM. E. coli V3065 growth, OD600 absorbance, 18 h;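 active means inhibition above the campaign's mean inhibition across all tested compounds plus 3 SD, cut at about 9.9% in these data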;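 further: uninfected addAB+ strain grown without phage in ampicillin broth; 0% = DMSO wells and 100% = ciprofloxacin 0.95 µg/ml wells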
PfHsp90 yeast 2 = growth inhibition of yeast expressing Plasmodium Hsp90. S. cerevisiae expressing PfHsp90, BacTiter-Glo ATP, 48 h; yeast lacking PDR1 and PDR3 efflux regulators. inhibition, % at 9.4 µM. 0.32% of 310,000 active. AID 504621;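 active means every replicate shows inhibition above about 80%, whatever the replicate mean, limit read from the data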;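 further: 0% = DMSO neutral controls and 100% = 20 µM radicicol positive controls; yeast relying on Plasmodium falciparum Hsp90 in place of its own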
Wnt act = activators of Wnt/beta-catenin signaling; 1.2% of 300,000 active; Wnt/beta-catenin reporter cell assay, activator, plate reader; activation, % at 9.35 µM; in the data active means activation above about 30%, passing the limit was not always enough;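 further: 0% = neutral control wells and 100% = positive control wells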
AddAB inh = less growth of phage-infected E. coli with AddAB. inhibition, % at 11.9 µM. AID 435030. 0.29% of 330,000 active. E. coli expressing H. pylori AddAB, absorbance growth; in the data active means inhibition above about 12%;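 further: 0% = vehicle wells of infected cells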
PvdQ acylase = blocks Pseudomonas aeruginosa PvdQ acylase activity; inhibition, % at 10 µM; AID 488965; purified PvdQ acylase, fluorescence plate reader; 0.063% of 340,000 active; in the data active means inhibition above about 30%, passing the limit was not always enough;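 further: 0% = vehicle neutral wells and 100% = reference inhibitor wells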
DAGLB inh = blocks human DAGLB lipase activity. Q8NCG7. inhibition, % at 5.17 µM. HEK293T DAGLB membrane lysate, EnzChek fluorogenic substrate. AID 504411. 0.059% of 340,000 active; in the data active means inhibition above about 34%;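 further: 0% = enzyme with vehicle and 100% = wells lacking enzyme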
Target sequence (Q8NCG7 whole entry, looked up): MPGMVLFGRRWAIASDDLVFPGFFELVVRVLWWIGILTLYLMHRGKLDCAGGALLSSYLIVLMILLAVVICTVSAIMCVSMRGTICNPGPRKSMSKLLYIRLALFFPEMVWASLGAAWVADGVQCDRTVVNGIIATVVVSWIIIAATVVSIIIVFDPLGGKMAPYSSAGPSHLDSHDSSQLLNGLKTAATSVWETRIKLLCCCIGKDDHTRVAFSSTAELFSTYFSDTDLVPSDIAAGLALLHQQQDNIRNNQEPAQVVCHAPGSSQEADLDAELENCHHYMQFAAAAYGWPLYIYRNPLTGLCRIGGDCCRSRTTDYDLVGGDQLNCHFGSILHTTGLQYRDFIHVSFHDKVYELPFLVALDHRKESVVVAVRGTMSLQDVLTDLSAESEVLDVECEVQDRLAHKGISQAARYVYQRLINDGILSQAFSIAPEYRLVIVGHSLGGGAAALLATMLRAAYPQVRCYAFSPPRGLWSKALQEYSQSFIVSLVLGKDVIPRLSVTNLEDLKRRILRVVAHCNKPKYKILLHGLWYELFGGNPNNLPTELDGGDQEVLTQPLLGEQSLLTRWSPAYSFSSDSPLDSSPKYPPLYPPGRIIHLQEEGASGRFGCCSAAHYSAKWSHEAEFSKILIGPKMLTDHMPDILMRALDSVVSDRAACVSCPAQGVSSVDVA
Tat transport = inhibitors of E. coli Tat protein transport; E. coli MC4100 TorA-mCherry Tat export, fluorescence; inhibition, % at 10 µM; 0.036% of 340,000 active; AID 488895;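 active means mean replicate inhibition at least 50% and at least half of replicates individually reaching 50%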;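 further: exported cargo escapes ClpAP degradation while cytoplasmic cargo is degraded and loses fluorescence; 0% = median of neutral control wells and 100% = median of NaSCN control wells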
CAL PDZ FP = human CAL PDZ-peptide interaction inhibition. Q9HD26. AID 504414. 0.02% of 330,000 active. inhibition, % at 20 µM. purified CAL PDZ, TMR-peptide fluorescence polarization, 1 h;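 active means highest replicate inhibition of at least 40%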;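 further: plate controls were DMSO neutral control wells for no effect and unlabeled competitor peptide control wells for full effect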
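Assay system – tagged CAL PDZ protein CerCALP, purified · Timing – 1 h at RT · Compound – single point, 20 µM · Measured by – fluorescence polarization from S- and P-plane intensities, G-factor corrected · Evaluation – inhibition from polarization loss · Probe or stimulus – TMR reporter peptide T*-PRC34 · Buffer or medium – pH 7.4 phosphate-saline buffer, reducing agent, detergent, IgG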
Rtt109 HAT inh = inhibitors of Candida albicans Rtt109/Vps75 histone acetyltransferase; Q5AAJ8; purified Rtt109/Vps75, ThioGlo CoA-SH fluorescence, 4 h; inhibition, % at 34.9 µM; 0.16% of 330,000 active; AID 540336;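 active means inhibition of at least 50% in every replicate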
An asterisk follows results filed as active; · = not tested or not shown.

Compound,PfHsp90 yeast 2,Rtt109 HAT inh,DAGLB inh,CAL PDZ FP,AddAB inh,phage Ecoli inh,Tat transport,Ecoli viability,PvdQ acylase,Wnt act
c1ccc2c(NCC3CCCO3)nc(N3CCCCC3)nc2c1 (stereo not drawn),15.2,3.0,-0.7,-0.5,-2.3,4.6,-2.2,0.3,2.9,3.3
O=C(CN1CCc2ccccc2C1)Nc1ccccc1C(F)(F)F,-11.6,-4.2,-9.8,0.2,-0.5,-0.2,7.3,-1.5,-5.7,2.3
COc1ccc(C=O)cc1Cn1cnc2c(cnn2C)c1=O,10.4,-4.9,-1.6,-2.1,2.3,1.2,-2.5,-0.5,-1.4,4.7
Cc1ccc(S(=O)(=O)Nc2cccc(S(=O)(=O)Nc3ccccc3C(=O)O)c2)c(C)c1,-14.3,-6.8,5.9,0.0,0.1,1.5,-4.8,0.4,-12.0,-1.3
O=C1OCCN1N1CCOC1=O,23.6,-4.9,-0.9,-0.1,·,3.9,7.5,·,-1.3,1.9
O=C1/C(=C\c2ccc(O)c(O)c2)N=C2CCCCCN12,35.4,1.1,2.2,-2.5,-0.9,-1.1,-1.0,-3.6,-2.5,5.5
O=S(=O)(c1ccc(Cl)cc1)N1CCN(c2ncccn2)CC1,5.7,64.3*,-4.1,-0.3,3.0,2.5,-6.4,0.8,8.7,-2.9
Cn1ncc([N+](=O)[O-])c1C(=O)N/N=C/c1cccc([N+](=O)[O-])c1,20.5,-7.9,0.9,-3.0,-2.1,2.6,-4.9,1.6,2.3,-2.3
CCn1cc(Cl)c(C(=O)N2N=C3/C(=C/c4cccs4)CCCC3C2c2cccs2)n1 (stereo not drawn),·,5.8,-2.4,-1.5,1.4,3.1,9.9,-1.2,-11.1,0.6
COc1ccc(CNC(=O)NCCc2c[nH]c3ccccc23)cc1,15.1,-0.3,-1.7,-0.7,·,2.2,-16.3,·,-11.1,-1.6
CC1CCCC(NC(=O)CSc2nnnn2C)C1C (stereo not drawn),·,-3.9,-1.8,-2.4,2.6,0.8,-3.8,1.9,1.3,-1.8
O=C1C=C(c2ccc(-c3ccccc3)cc2)C[C@@H](c2ccc(F)cc2)C1,-9.6,-0.9,0.2,-0.9,0.0,1.6,-0.4,0.1,-10.5,19.8
C[C@@H]1CN([C@@H](C)CO)C(=O)c2cc(NC(=O)C3CC3)ccc2O[C@@H]1CN(C)C(=O)NC1CCCCC1,-3.4,6.0,-0.7,-0.2,3.8,1.8,8.6,0.4,-9.8,-2.0
CCc1ccc(CN(C)C(=O)c2cc(S(=O)(=O)N3CCOCC3)ccc2N2CCCC2)cc1,·,17.0,-2.2,-1.2,-0.5,3.0,0.0,0.6,-10.6,-1.9
O=C(NCCN1C(=O)S/C(=C\c2cccc(Cl)c2Cl)C1=O)C1=COCCO1,-22.3,-1.2,0.0,-0.7,1.3,2.6,-2.2,0.2,2.8,-1.8
Cc1cccc(NC(NC(=O)c2ccccn2)C(Cl)(Cl)Cl)c1 (stereo not drawn),22.3,-2.4,2.2,-2.8,3.4,5.1,-1.0,-3.8,-11.2,-1.6
COc1ccc(-n2c(Cc3cccn3C)nnc2SCC(=O)Nc2ccc(F)cc2)cc1,6.5,6.1,-8.3,-0.5,0.6,2.6,1.9,-0.9,-11.7,-1.4
COc1ccc(NC(=O)c2cc(-c3cc(OC)c(OC)c(OC)c3)nc3ccccc23)c(OC)c1,-2.2,11.6,-1.9,-2.2,3.4,2.1,7.9,0.6,13.9,-2.9
O=C(CCSc1ccccc1)NCc1cccnc1,-18.3,-3.7,-1.9,-0.9,4.1,2.5,-13.1,1.0,1.3,-0.9
Cc1cc(C)n(-c2nc(NCc3cccnc3)c3c4c(sc3n2)COC(C)(C)C4)n1,-4.5,6.3,-1.2,-2.6,1.6,1.8,-3.3,-1.0,-0.6,·
Fc1ccc(Br)cc1/C=N/n1cnnc1,-7.6,-4.9,-1.1,-0.2,-0.6,1.2,-7.2,0.5,-9.5,-1.4
Cc1nn(-c2ccccc2)c(Cl)c1/C=N/Nc1nncc(=O)[nH]1,-2.2,36.0,2.0,-1.4,2.0,1.7,1.4,1.1,4.6,4.2
CN(c1ccc(F)cc1)S(=O)(=O)c1ccc2[nH]cc(C(=O)O)c(=O)c2c1,-6.0,8.4,8.6,-0.7,1.4,1.5,-3.0,-0.4,-17.5,·
CN(C)S(=O)(=O)c1cccc(NC(=S)N/N=C/C(=O)c2ccccc2)c1,-9.9,-1.9,1.3,-0.2,4.2,1.4,-4.0,-0.1,-9.3,-3.0
Cc1cccc(C(=O)NNC(=O)c2ccccc2)c1,-14.1,-5.8,1.9,-1.7,2.3,1.5,-3.3,1.2,-9.5,·
CCCCCCCNC(=O)C1(CC2CC(c3cccc(Br)c3)=NO2)CCN(C(=O)Cc2ccc(F)cc2)CC1 (stereo not drawn),-26.3,-4.6,0.0,0.1,1.1,·,-8.1,1.0,-0.2,·
CC(C)(C)c1ccc(C(=O)N2CCC3(CC2)NCCc2[nH]cnc23)cc1,-5.0,1.9,-0.3,0.5,2.0,1.4,20.6,2.4,-6.0,-1.1
COc1cccc(/C=N/n2cnnc2)c1OCc1ccccc1,-6.8,4.3,-2.9,0.2,-0.9,-3.3,4.0,-2.0,-9.3,·
Cc1cccc(N2CCN(C(=O)C(C)C)CC2)c1C,-13.2,3.8,-2.6,0.0,3.1,2.6,1.2,0.6,-1.7,2.8
O=C(C1CCC(CNc2c(N3CCOCC3)c(=O)c2=O)CC1)N1CCN(c2ccccc2)CC1 (stereo not drawn),-15.2,-1.3,2.2,0.5,0.5,3.4,1.4,0.2,-7.0,-3.9

Copied from the list.
Cc1cc(C)n(-c2nc(NCc3cccnc3)c3c4c(sc3n2)COC(C)(C)C4)n1 – PvdQ acylase = -0.6
Cc1cccc(N2CCN(C(=O)C(C)C)CC2)c1C – DAGLB inh = -2.6

Next section
Compound,PfHsp90 yeast 2,Rtt109 HAT inh,DAGLB inh,CAL PDZ FP,AddAB inh,phage Ecoli inh,Tat transport,Ecoli viability,PvdQ acylase,Wnt act
CCOC(=O)Cc1csc(NC(=O)c2ccc(S(=O)(=O)N3CCOCC3)cc2)n1,-4.2,-11.1,1.2,-3.3,2.6,1.8,1.7,2.5,-12.7,-1.3
O=[N+]([O-])c1ccc(S(=O)(=O)CC(CN2CCCCC2)N2CCCCC2)cc1 (stereo not drawn),-24.2,4.4,-2.3,-1.1,0.4,3.0,0.0,2.4,-9.2,-0.9
O=C(CN1C(=O)c2cccc3cccc(c23)C1=O)NCCCO,11.5,-1.9,0.8,-1.1,0.5,0.7,-19.3,-1.5,-5.1,0.1
COC(=O)c1ccc(C(C(=O)NCc2ccccc2)N(Cc2ccco2)C(=O)c2cnccn2)cc1 (stereo not drawn),9.4,8.2,-0.1,0.6,0.4,2.7,2.7,0.0,-6.8,·
CCc1cccc(N(CC(=O)NCc2ccc(F)cc2)C(=O)c2csnn2)c1,-2.4,-5.7,-0.4,1.0,-0.2,4.0,-9.6,-0.2,-15.8,-2.1
CCOc1ccc2[nH]c(C)c(CN3CCCCCC3)c(=O)c2c1,-12.9,-5.0,-3.4,0.1,1.5,1.3,-3.3,0.7,4.4,-3.1
CN(C)CCCN1C(=O)c2oc3ccc(Cl)cc3c(=O)c2C1c1cccnc1 (stereo not drawn),6.8,3.3,-1.9,-0.3,-0.3,1.1,2.0,-0.8,-9.9,-1.9
COc1ccc(C2=NOC(CNC(=O)c3ccccc3Br)C2)c(OC)c1 (stereo not drawn),-7.3,-1.4,-0.6,-1.2,0.2,2.3,-14.3,0.8,-16.0,1.5
Cc1cc(C(=O)OCC(=O)Nc2ccc(F)cc2F)c(C)o1,-29.1,3.7,-5.0,·,2.0,3.2,5.2,-0.6,-15.5,·
COc1ccc(C(=O)Nc2ncc3c(n2)-c2ccccc2CC3)cc1,8.8,6.0,-4.4,-2.6,1.5,1.4,-1.9,1.6,23.7,·
O=[N+]([O-])c1cc2cccnc2c2ncccc12,·,·,·,·,8.3,4.8,·,7.0,·,-0.3
O=C(c1ccc2c(c1)N(Cc1ccc(F)cc1)C(=O)CS2)N1CCOCC1,8.2,1.2,-0.9,-0.9,-0.9,0.8,1.8,-1.4,-0.1,·
COCCOC(=O)c1c(C)n(C)c2ccc(OC(=O)c3ccccc3OC)cc12,-55.9,-17.5,-3.8,-1.1,3.8,0.3,7.5,-0.3,-7.5,-3.5
CCOc1ccc(/C(O)=C2/C(=O)C(=O)N(CCOCCO)C2c2ccccc2)cc1 (stereo not drawn),9.2,12.5,-2.6,-2.2,-1.9,1.5,-3.8,0.4,-0.5,·
CC(C)N1CC(C(=O)Nc2ccc(Cl)c([N+](=O)[O-])c2)CC1=O (stereo not drawn),10.8,-1.3,0.2,-1.2,-0.6,1.6,4.2,0.8,-15.1,4.0
O=c1c2cn(Cc3ccc(F)cc3)c3ccc(F)cc3c-2nn1Cc1ccc(F)cc1,-15.6,2.6,-1.2,-1.8,·,0.8,-1.5,·,-15.3,-2.6
O=C(CSc1nc(C2CC2)nc2ccccc12)N1CCc2ccccc21,16.2,0.0,-0.8,-0.3,·,1.8,10.0,·,-3.1,-8.8
CCOC(=O)NN1C(=O)c2ccccc2NC1(C)C,9.2,-23.8,0.5,0.7,2.5,4.2,-2.5,1.4,8.9,-0.2
Cc1ncc(S(=O)(=O)c2ccccc2)c(-c2ccccc2Cl)n1,20.3,0.7,-2.0,-0.5,1.2,3.4,-1.0,-1.9,-5.3,-1.3
O=C(NC(O)C(=O)c1ccccc1)c1ccc(F)cc1 (stereo not drawn),-3.8,-6.5,-0.9,-2.7,5.6,2.4,2.8,-1.3,2.4,1.2
CCOc1ccc(Cn2nnc(C(=O)NCc3ccc(OC)cc3)c2N)cc1,-18.8,-11.8,-2.3,-0.2,2.2,2.4,3.7,0.5,-11.4,-1.0

Compound activity as filed in PubChem BioAssay.
